# Bioassay records (PubChem)
# FBW7 act: FBW7 E3 ligase activators, primary screen, biochemical, AlphaScreen, human; F-box/WD repeat-containing protein 7 (Homo sapiens), Q969H0; AlphaScreen FBW7–phospho-cyclin E peptide binding, activator screen; normalized activity (activation), % at 26.1 µM; actives 0.13% (n = 650,000); AID 1259310, 2017; in the data active = normalized activity above about 1.9%;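 note: purified mutant Fbw7 with reduced substrate affinity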
# Target sequence (Q969H0 whole entry, looked up): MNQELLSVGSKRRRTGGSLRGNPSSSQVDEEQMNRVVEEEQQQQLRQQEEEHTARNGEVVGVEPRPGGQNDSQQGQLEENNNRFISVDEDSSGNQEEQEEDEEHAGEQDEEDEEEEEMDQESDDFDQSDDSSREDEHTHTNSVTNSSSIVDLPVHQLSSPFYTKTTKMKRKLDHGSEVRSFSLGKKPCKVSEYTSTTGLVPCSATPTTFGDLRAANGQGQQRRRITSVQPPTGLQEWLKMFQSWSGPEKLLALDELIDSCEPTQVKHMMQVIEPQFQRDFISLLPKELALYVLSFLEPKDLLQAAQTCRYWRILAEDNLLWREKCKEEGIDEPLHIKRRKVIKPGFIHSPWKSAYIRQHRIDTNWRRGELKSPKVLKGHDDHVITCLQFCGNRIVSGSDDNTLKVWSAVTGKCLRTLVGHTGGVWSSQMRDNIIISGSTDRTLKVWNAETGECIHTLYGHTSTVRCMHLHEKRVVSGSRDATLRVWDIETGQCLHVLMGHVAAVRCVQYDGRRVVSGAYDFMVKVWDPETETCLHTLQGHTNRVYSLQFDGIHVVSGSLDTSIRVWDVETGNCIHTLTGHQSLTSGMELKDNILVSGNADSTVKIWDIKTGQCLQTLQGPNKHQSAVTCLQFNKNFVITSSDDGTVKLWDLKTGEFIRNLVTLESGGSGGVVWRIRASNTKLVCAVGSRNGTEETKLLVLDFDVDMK
# MITF primary: MITF inhibitors, primary screen, biochemical, AlphaScreen, human; Microphthalmia-associated transcription factor (Homo sapiens), O75030; AlphaScreen MITF homodimerization, bead proximity signal; inhibition, % at 2.6 µM; actives 0.91% (n = 650,000); AID 1259374, 2018; in the data active = inhibition above about 50%;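 note: 0% = vehicle wells with protein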
# TEAD-YAP block: TEAD-YAP interaction inhibition, primary screen, TEAD-YAP interaction inhibitor project, luminescence, HEK-TIYL cells; TEAD-Gal4/YAP UAS-luciferase luminescence; inhibition, % at 9.12 µM; actives 1.4% (n = 640,000); in the data active = inhibition above about 32%;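 note: 0% = median of test compound wells and 100% = reference inhibitor wells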
# GPR151 activ: activators of human GPR151, primary screen, cell-based, PathHunter beta-arrestin, luminescence; G-protein coupled receptor 151 (Homo sapiens), Q8TDV0; PathHunter beta-arrestin GPR151 cells; activation, % at 11.2 µM; actives 1% (n = 650,000); AID 1508602, 2020; in the data active = activation above about 4.9%;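 note: 0% = median of compound wells and 100% = cells with positive control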
# The depositor's hits bear a star.
Molecule	FBW7 act	MITF primary	TEAD-YAP block	GPR151 activ
CN(CCc1ccccn1)C(=O)c1cnn2c(C(F)(F)F)cc(-c3ccco3)nc12	-0.1	7	-7	-0.3
Cc1ccc(C(=O)N/N=C/c2ccccc2F)cc1	0.1	2	-16	-1.3
CCN1C(=O)C(c2ccc(F)cc2)C2(CCN(C(=O)Nc3ccccc3F)CC2)C1=O (stereo not drawn)	0.2	6	-36	-0.3
COc1ccc(C(=O)Nc2cc(C(F)(F)F)ccc2Oc2ccc(C(C)(C)c3ccccc3)cc2)cc1	0.2	8	5	-0.2
O=C(NCCO)c1cc(C(=O)NCCO)cc(C(=O)NCCO)c1	0.0	0	9	-0.9
COCCN1C(=O)C(O)=C(C(=O)c2ccco2)C1c1ccc(O)c(OC)c1 (stereo not drawn)	-0.2	7	-7	1.0
O=C(Nc1nnc(SCC(=O)n2c3c(c4c2CCCC4)CCCC3)s1)c1ccccc1C(=O)N1CCOCC1	0.0	8	5	-0.7
O=S(=O)(c1ccc(Cl)cc1)N1CCN(c2ccc(F)cc2)CC1	0.0	0	-1	0.3
O=C(Nc1ccc2[nH]ncc2c1)c1cccnc1Oc1ccccc1	0.0	16	2	0.0
CC(=O)N1CCc2cc(Br)cc(S(=O)(=O)NCCCN3CCCCC3)c21	-0.1	2	-3	4.2

# Overlap with the part before: two entries, then new ones.
Molecule	FBW7 act	MITF primary	TEAD-YAP block	GPR151 activ
O=C(Nc1ccc2[nH]ncc2c1)c1cccnc1Oc1ccccc1	0.0	16	2	0.0
CC(=O)N1CCc2cc(Br)cc(S(=O)(=O)NCCCN3CCCCC3)c21	-0.1	2	-3	4.2
N#Cc1c(SCC(=O)OCc2ccccc2)nc2c(c1-c1ccccc1)CCCC2	0.1	-2	9	-0.4
CS(=O)(=O)N(CC(=O)Nc1ccc(Oc2ccccc2)cc1)c1cc(C(F)(F)F)ccc1Cl	0.0	-2	7	0.8
CC1(C)CC(=O)C2=C(C1)NC1=C(C(=O)CC(C)(C)C1)C2c1ccc(OCC(=O)O)cc1	-0.2	-5	-10	-1.1
COc1cc(/C=N/n2cnnc2)cc(Cl)c1OCCOc1ccccc1C	0.0	2	-18	2.9
O=C1Nc2ccc(Cl)cc2/C1=c1/sc2n(c1=O)CN(c1cccc(C(=O)O)c1)CN=2	0.3	6	5	-0.3
CCN(CC)S(=O)(=O)c1ccc(N/N=C/c2ccccc2C(F)(F)F)nc1	0.2	1	3	-1.8
CCCN1CCC(N2CCN(S(=O)(=O)c3ccc(F)cc3)CC2)CC1	0.1	54*	12	0.6
Cc1cc(NC(=O)C2CC2)ncc1NC(=O)C12CC3CC(CC(C3)C1)C2	0.1	4	5	0.9
CCCCN(Cc1cc2ccccc2[nH]c1=O)S(C)(=O)=O	0.1	-4	0	0.2
c1cncc(-c2nc3ccccc3[nH]2)c1	-0.1	-5	-13	1.5
C/C(N)=C(/C#N)C(=O)COC(=O)CSc1ccc2c3c(cccc13)C(=O)c1ccccc1-2	0.3	3	3	0.0
CCC(=O)NC(C(=O)O)C(O)c1ccccc1 (stereo not drawn)	-0.1	-3	-3	0.0
Cc1ccc(-c2nnn(CC(=O)N(CCN3CCOCC3)CC(=O)NC(C)(C)C)n2)o1	0.1	9	3	0.1
Cc1cccc2cc(CN(CCc3ccccc3)C(=O)c3cccnc3)c3nnnn3c12	0.0	14	4	1.3
COc1cccc(NC(=O)c2sc3nc4c(cc3c2N)C(=O)CCC4)c1	-0.1	-9	27	0.5
COc1ccc(CNC(=O)COc2ccc(Cl)cc2C)cc1	0.0	20	-7	-0.1
COc1ccc(C(C)=O)cc1COC(=O)c1cccnc1SC	0.1	3	10	0.6
CCN(CC)C(=O)C1CCCN(Cc2ccc(F)cc2)C1 (stereo not drawn)	0.0	24	-1	-0.4
O=C(c1ccc(Cl)cc1)N1C2C=CC(C2)C1(C(F)(F)F)C(F)(F)F (stereo not drawn)	0.0	3	-2	0.5
C=CCOC(=O)C1=C(C)NC(=O)NC1c1ccc(OCC)cc1 (stereo not drawn)	0.0	-8	-5	-0.1
Cc1n[nH]c(C)c1C(C)N(C)Cc1ccc(C(=O)NCc2cccs2)c(=O)[nH]1 (stereo not drawn)	0.0	13	9	0.2
COc1ccccc1Nc1n[nH]c(=S)n1-c1ccccc1OC	0.0	3	-2	1.5
COc1ccc(Cl)cc1C(=O)NNC(=S)NC(=O)/C=C/c1ccco1	0.3	5	9	-0.2
COc1ccccc1CNC(=O)COc1ccc(C)cc1	0.0	8	5	1.1
O=C(c1ccc(S(=O)(=O)Cc2ccccc2Cl)c([N+](=O)[O-])c1)N1CCCCC1	0.0	0	23	3.2
C=CCNC(=S)NNC(=O)COc1cccc(C)c1	0.0	-2	-8	1.9
CCC1CCCCN1C(=O)c1sc2ncnc(N3CCN(c4ccccn4)CC3)c2c1C (stereo not drawn)	-0.1	-16	19	0.4
CC(=O)Nc1ccc(-c2nnn(CC(=O)Nc3cc(C)cc(C)c3)n2)cc1Cl	-0.1	-1	7	-0.2
O=C(NCc1ccco1)/C(=C/c1ccco1)NC(=O)c1ccc(Br)o1	-0.1	28	-1	0.4
CCOC(=O)CNC(=O)CSc1nc2cccnc2n1Cc1ccccc1	0.0	5	8	0.3

# New compounds follow.
# The line under a structure holds: FBW7 act	MITF primary	TEAD-YAP block	GPR151 activ
CC(=O)c1cc(CN2CCC(n3nccc3NC(=O)c3ccccc3C)CC2)cs1
→ 0.0	14	0	1.5
Cc1ccc(C2=NS(=O)(=O)N(C)C(C(=O)N3CCN(C)CC3)=C2)cc1
→ 0.1	8	4	-1.6
OCCN(Cc1ccccc1)Cc1ccccc1
→ 0.1	13	-4	2.3
CC(C)(C)C(=O)Nc1ncccc1C(O)c1cccc(C(F)(F)F)c1 (stereo not drawn)
→ 0.3	8	20	0.0
Cn1c2c(c(=O)n(C)c1=O)C(c1ccc(F)cc1)C1=C(COC1=O)N2 (stereo not drawn)
→ 0.2	9	13	2.1
O=C(Cn1cnc2ccccc21)NCCc1nc(-c2cccnc2)n[nH]1
→ 0.1	10	3	-1.0
Cc1ccc([N+](=O)[O-])cc1NC(=O)c1ccc(Cl)cc1Cl
→ 0.0	23	-2	0.7
COc1cc(Br)c(/C=C2\C(=O)N(c3ccc(Cl)c(C(=O)O)c3)N=C2C)cc1OC
→ -0.1	14	7	0.1
C=CCn1c(O)c(N=NC(=O)Cc2csc(N)n2)c2ccccc21
→ 0.2	-19	3	1.0
Cc1c(C(=O)NC2CCCCCC2)cccc1[N+](=O)[O-]
→ 0.0	-26	-4	0.9
COCCn1c(=NC(=O)C(C)(C)C)sc2cc(S(N)(=O)=O)ccc21
→ 0.2	-1	-6	-1.2
Cc1cc(C)c(C(N)=O)c(Nc2ccc(Oc3ccccc3)cc2)n1
→ -0.1	-10	9	0.7
CCN1CCC(N(Cc2ccco2)C(=O)Nc2ccc3c(c2)OCCO3)CC1
→ -0.1	-4	-69	-1.5
OC(CNC1CC1)Cn1c2ccccc2c2ccccc21 (stereo not drawn)
→ -0.1	5	10	0.4
CCCn1c(C)cc(/C=C(\C#N)C(=O)OCC(=O)Nc2ccc(Cl)cc2[N+](=O)[O-])c1C
→ -0.1	-7	16	0.6

# Exported with each value named: four of the compounds above.
Cc1ccc([N+](=O)[O-])cc1NC(=O)c1ccc(Cl)cc1Cl
  FBW7 act: 0.0
  MITF primary: 23
  TEAD-YAP block: -2
  GPR151 activ: 0.7

Cc1cc(C)c(C(N)=O)c(Nc2ccc(Oc3ccccc3)cc2)n1
  FBW7 act: -0.1
  MITF primary: -10
  TEAD-YAP block: 9
  GPR151 activ: 0.7

CC(C)(C)C(=O)Nc1ncccc1C(O)c1cccc(C(F)(F)F)c1 (stereo not drawn)
  FBW7 act: 0.3
  MITF primary: 8
  TEAD-YAP block: 20
  GPR151 activ: 0.0

Cc1ccc(C2=NS(=O)(=O)N(C)C(C(=O)N3CCN(C)CC3)=C2)cc1
  FBW7 act: 0.1
  MITF primary: 8
  TEAD-YAP block: 4
  GPR151 activ: -1.6

# Going on with the list.
# The line under a structure holds: FBW7 act	MITF primary	TEAD-YAP block	GPR151 activ
O=c1oc2ccccc2cc1-c1csc(Nc2cccc(C(F)(F)F)c2)n1
→ 0.1	13	1	2.5
CCOC(=O)N1CCN(C(=O)c2sc3ncn(CC(=O)Nc4ccc(C)c(Cl)c4)c(=O)c3c2C)CC1
→ -0.1	2	-2	-1.3
O=C1NC2(CCCC2)C(=O)N1CN1CCN(c2ccccc2F)CC1
→ 0.0	11	-4	1.2
O=C(CCC(=O)Nc1ccccc1)NNC(=S)Nc1ccc(F)cc1
→ 0.0	-14	-7	2.3
CC(C)CCCN=Cc1c(O)n(Cc2ccccc2)c(=O)[nH]c1=O
→ 0.0	2	2	-0.1
CC(C)CN1C(=O)/C(=C/c2c(NCc3ccco3)nc3ccccn3c2=O)SC1=S
→ -0.1	4	5	0.8
Cc1c(C(=O)N2CCCC2)oc2c1-c1nn(CC(=O)NCCc3ccccc3)cc1CC2
→ 0.0	11	10	-0.7
Cc1cc(/C=N/Nc2nc3ccccc3[nH]2)c(C)n1CC(F)(F)F
→ -0.5	8	-52	-0.6
O=C(COc1ccc([N+](=O)[O-])cc1)Nn1cnnc1
→ 0.0	-1	1	3.1
COc1cccc(C2CC(c3cccs3)=NN2C(=O)CSc2nnc(CNC(=O)c3cccc(F)c3)n2-c2ccc(F)cc2)c1OC (stereo not drawn)
→ -0.1	-6	1	0.0
O=C(COc1ccc(Br)cc1)Nc1nc2ccccc2s1
→ -0.1	4	-38	-1.5
CCN1C2=NCCN2c2cc(C)c(C)cc21
→ 0.0	-19	5	-1.3
O=C(C1CCN(S(=O)(=O)c2ccc3nc(-c4ccccc4)[nH]c3c2)CC1)N1CCCC1
→ -0.1	3	10	2.9
Cc1cc([N+](=O)[O-])nn1CC(=O)Nc1cnc2ccccc2c1
→ 0.0	-2	5	-0.6
O=C(Oc1ccc(N2C(=O)C=CC2=O)cc1)c1cc([N+](=O)[O-])cc([N+](=O)[O-])c1
→ 0.5	10	15	0.0
O=C(CN1CCOCC1)N/N=C/c1ccccc1[N+](=O)[O-]
→ 0.1	14	5	-0.4
CC(=O)N1CCN(c2ccc(NC(=O)C(C)(C)C)cc2)CC1
→ 0.9	12	7	1.5
CCOc1cc(/C=N/NC(=O)C(=O)N/N=C/c2ccc(O)c(OCC)c2)ccc1O
→ 0.0	-1	4	0.7
CCSc1nnc(NC(=O)c2sccc2C)s1
→ -0.2	-4	-9	-7.9
Cc1cccc(C)c1OCC(=O)OCc1nnc(-c2ccccc2)o1
→ 0.3	12	15	0.0
Cn1ncc2c(NCc3cccc(Cl)c3)ncnc21
→ -0.3	2	-3	-2.3
CCOC(=O)c1c(C)n(C)c2ccc(OCC(O)Cn3nnc4ccccc43)cc12 (stereo not drawn)
→ -0.2	12	12	6.0*
CCOC(=O)c1c(/N=c2\oc3ccc(Br)cc3cc2C(=O)Nc2cccc(C)c2)sc2c1CCCC2
→ 1.1	5	-7	-0.5
O=C(Oc1ccc2[nH]cc(CCN3C(=O)c4ccccc4C3=O)c2c1)c1ccco1
→ 0.0	-5	-23	2.2
COc1ccc(CCN2C(=O)C(O)=C(C(C)=O)C2c2ccc(O)cc2)cc1OC (stereo not drawn)
→ 0.1	20	-9	0.5
Cc1cccc(CN2CCN(C(=O)C3CC3)CCC2=O)c1
→ -0.1	-1	1	-0.5
O=C(NCCc1ccc(Cl)cc1)c1cc(-n2cnnc2)ccc1Cl
→ 0.1	-9	10	0.7
O=C1C2CCCN2C(c2ccccc2)N1c1nccs1 (stereo not drawn)
→ -0.1	6	7	0.4
CC(C)CCNC(=O)C1CC(=O)N(C2CCCC2)C1 (stereo not drawn)
→ -0.2	-4	-4	-0.8
CCOc1ccc(NC(=O)C(=O)NCc2cccnc2)cc1
→ 0.5	-3	-9	0.3
CCOC(=O)N1CCN(c2cc(N3CCOCC3)c(F)cc2[N+](=O)[O-])CC1C (stereo not drawn)
→ 0.0	-4	1	-0.8
CCOc1nc(NCCN2CCOCC2)nc(Nc2ccc(C)cc2)n1
→ 0.1	1	4	0.9
O=C(Nc1nnc(-c2ccco2)o1)c1nc2ccccc2s1
→ -0.1	4	-31	4.9*
CCn1c(C(=O)NC2CC2)cc2sc(Cl)cc21
→ 0.0	2	5	0.3
COc1ccc(-c2csc(NC(=O)c3cc4ccccc4cc3OC)n2)cc1OC
→ 0.2	28	-8	-0.2
C/C(=N\NC(=O)/C=C\C(=O)O)c1cccc([N+](=O)[O-])c1
→ 0.2	-5	4	1.2
N#Cc1ccsc1NC(=O)CN1CCN(c2ccccc2O)CC1
→ 0.0	8	2	-0.7
CCc1nc2sc(C(c3ccccc3Cl)N3CCN(C)CC3)c(O)n2n1 (stereo not drawn)
→ 0.4	8	-3	0.0

# Two compounds from above, limited to GPR151 activ.
Compound	GPR151 activ
N#Cc1ccsc1NC(=O)CN1CCN(c2ccccc2O)CC1	-0.7
CCc1nc2sc(C(c3ccccc3Cl)N3CCN(C)CC3)c(O)n2n1 (stereo not drawn)	0.0

# Compounds were not picked by outcome. Share with any hit: about 3.4%.
